# ABCB1 block = human ABCB1 inhibition, ABCG2 as counter-screen. inhibition, % at 6.6 µM. CCRF-Adr cells, JC-1 efflux, flow cytometry. hit rate 0.067% among 190,000. P08183; in the data active means inhibition above about 40%;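 further: 0% = vehicle and 100% = reference inhibitor; higher value means more JC-1 retained so stronger ABCB1 efflux block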
# ABCG2 inh = inhibitors of human ABCG2 transporter, ABCB1 counter-screen; Q9UNQ0; IgMXP3 cells, JC-1 efflux, flow cytometry; inhibition, % at 6.6 µM; hit rate 0.1% among 190,000;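 active means inhibition above 80%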;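 further: 0% = DMSO and 100% = nicardipine control wells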
# Target sequence (Q9UNQ0 whole entry, looked up): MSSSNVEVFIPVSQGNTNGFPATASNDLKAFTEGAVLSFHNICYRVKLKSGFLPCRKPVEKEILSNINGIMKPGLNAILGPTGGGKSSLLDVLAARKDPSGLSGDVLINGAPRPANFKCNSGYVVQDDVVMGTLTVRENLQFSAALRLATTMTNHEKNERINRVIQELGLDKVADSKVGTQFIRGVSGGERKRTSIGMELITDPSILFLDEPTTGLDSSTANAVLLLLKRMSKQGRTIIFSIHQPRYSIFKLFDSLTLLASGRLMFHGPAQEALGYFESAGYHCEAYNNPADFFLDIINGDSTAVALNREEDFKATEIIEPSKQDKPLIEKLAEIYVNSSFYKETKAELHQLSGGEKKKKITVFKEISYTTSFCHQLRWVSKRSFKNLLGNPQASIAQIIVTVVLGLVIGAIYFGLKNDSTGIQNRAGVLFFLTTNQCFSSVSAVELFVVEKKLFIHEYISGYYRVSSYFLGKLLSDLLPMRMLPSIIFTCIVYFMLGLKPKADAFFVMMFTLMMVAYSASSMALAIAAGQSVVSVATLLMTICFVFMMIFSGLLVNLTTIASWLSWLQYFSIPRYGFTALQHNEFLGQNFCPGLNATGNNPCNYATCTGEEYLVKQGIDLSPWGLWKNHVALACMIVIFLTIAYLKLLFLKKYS
#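 Incubation: cells with compound and JC-1, 10 min at 25 °C, rotating, no wash / Test system: IgMXP3 (ABCG2) plus far-red-tagged CCRF-Adr (ABCB1) cells / Compound dosing: one concentration, 6.6 µM final / Also added: JC-1 fluorescent substrate / Evaluation: efflux inhibition in percent versus controls / Detection: flow cytometry, 530 nm JC-1 signal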
# Rac1 act GTP bind = alters GTP binding to activated mutant human Rac1. P63000. GST-Rac1 activated beads, fluorescent GTP binding, flow cytometry; actives lie on both sides; 100% means binding = to untreated wells. percent activity (GTP binding), % at 10 µM. hit rate 0.11% among 190,000;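 active means GTP binding at least 20 percentage points away from the 100% baseline, in either direction, so actives lie on both sides; inconclusive means Compound likely fluorescent itself, or too few beads counted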
# Cdc42 wt = human Cdc42 wildtype GTP binding change, either direction; P60953; GST-Cdc42 beads, Bodipy-GTP binding, flow cytometry; actives lie on both sides; percent activity (GTP binding), % at 10 µM; hit rate 0.2% among 190,000;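 active means percent activity GTP binding at least 20 points away from the 100% baseline, either down as inhibitor or up as activator; inconclusive means compound flagged as likely green fluorescent from well-wide comparison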;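 further: median bead fluorescence of bound Bodipy-FL-GTP at 100 nM; 0% = excess unlabeled GTP control and 100% = no compound control; below 100% means less GTP binding so inhibitor and above means activator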
# Target sequence (P60953 whole entry, looked up): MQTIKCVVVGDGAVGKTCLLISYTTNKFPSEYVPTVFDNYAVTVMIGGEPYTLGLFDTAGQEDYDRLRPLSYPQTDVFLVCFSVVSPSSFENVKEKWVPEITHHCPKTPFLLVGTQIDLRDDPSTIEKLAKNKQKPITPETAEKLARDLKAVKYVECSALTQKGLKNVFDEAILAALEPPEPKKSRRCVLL
# Avidin bead fluor = avidin bead compound fluorescence profile; fluorescence (KMESF) at 10 µM; hit rate 0.38% among 220,000; Avidin beads, compound fluorescence 488/530 nm, flow cytometry; stronger effect = higher value; in the data active means fluorescence above about 47; further: inactives centre near 10
# HRas wt GTP = changes GTP binding to wildtype human HRas | P01112 | GST-Ras wt beads, Bodipy-FL-GTP binding, flow cytometry; actives lie on both sides | GTP binding activity, % at 10 µM | hit rate 0.14% among 190,000 | AID 759;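 active means GTP binding activity at least 20% away from the 100% baseline, either lowered as inhibitor or raised as activator; inconclusive means flagged as likely green fluorescent, judged across all proteins in the well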;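 further: 0% = unlabeled GTP competition control and 100% = no-compound control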
# Target sequence (P01112 whole entry, looked up): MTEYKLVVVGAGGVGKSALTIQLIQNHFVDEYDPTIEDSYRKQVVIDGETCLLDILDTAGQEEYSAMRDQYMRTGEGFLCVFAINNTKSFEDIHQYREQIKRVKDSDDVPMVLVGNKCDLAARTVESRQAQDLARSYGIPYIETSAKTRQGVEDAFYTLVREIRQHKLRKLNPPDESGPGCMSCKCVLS
# Pf gametocyte = inhibitors of late stage P. falciparum gametocyte viability. AID 743093. hit rate 0.065% among 150,000. P. falciparum stage V gametocytes, ATP luminescence, 24 h. inhibition, % at 10.9 µM;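 active means inhibition above the mean plus 3 SD of compounds within the control limits, set per campaign, cut at about 38% in these data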;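 further: 0% = DMSO wells and 100% = medium only without gametocytes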
# Rab7 wt modul = modulators of GTP binding to dog Rab7 wildtype GTPase; GTP binding activity (percent of control), % at 10 µM; GST-Rab7 beads, fluorescent GTP binding, flow cytometry; actives lie on both sides; untreated = 100%, excess cold GTP = 0%; AID 758; hit rate 0.055% among 190,000;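 active means fluorescent GTP binding to Rab7 beads changed by at least 20 points from the 100% baseline, either direction, mostly lower; inconclusive means compound itself probably fluorescent, or too few beads counted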;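 further: median green fluorescence of bound Bodipy-FL-GTP per Rab7 bead population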
# GSH fluor = GSH bead compound fluorescence profile | fluorescence (KMESF) at 10 µM | hit rate 0.25% among 190,000 | GSH beads flow cytometry, compound fluorescence 488/530 nm; stronger effect = higher value; in the data active means fluorescence above about 89;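 further: glutathione beads carrying GST-tagged Bcl family fusion proteins plus one bare bead set; values are compound well signal with DMSO vehicle wells as background; inactives centre near 16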
# Rab2A wt mod = changes GTP binding to wildtype dog Rab2A, up or down | GST-Rab2 wt beads, Bodipy-GTP binding, flow cytometry | hit rate 0.19% among 190,000 | P61105 | AID 760 | GTP binding activity, % at 10 µM;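 active means GTP binding activity at least 20 points away from 100%, either lowered or raised; inconclusive means signal likely due to the compound's own green fluorescence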;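 further: 0% = beads with excess unlabeled GTP and 100% = no-compound control corrected for plate trend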
# Rac1 wt GTP bind = human Rac1 wildtype GTP binding, inhibitors and activators | P63000 | GST-Rac1 beads, fluorescent GTP binding, flow cytometry; actives lie on both sides; 0 = cold GTP competed, 100 = untreated | GTP binding activity (% of control), % at 10 µM | hit rate 0.27% among 190,000 | AID 757;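 active means GTP binding activity at least 20 points away from the 100% control level, either lower or higher; inconclusive means compound flagged as likely green fluorescent, judged across all proteins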
# * marks the source's active call; other numbers are inactive results; ? = inconclusive; / = not tested or not shown.
SMILES,ABCB1 block,ABCG2 inh,Rac1 act GTP bind,Cdc42 wt,Avidin bead fluor,HRas wt GTP,Pf gametocyte,Rab7 wt modul,GSH fluor,Rab2A wt mod,Rac1 wt GTP bind
CN1CCN(CC(=O)Nc2ccc(Cl)cc2C(=O)c2ccccc2)CC1,0.2,1,103,105,10,104,12,101,21,105,104
O=c1[nH]c(=O)n(Cc2ccccc2)c(O)c1C=NCCCO,-0.1,0,99,100,8,99,-12,99,30,99,102
CC(C)CCNC(=O)c1c(N)n(CC2CCCO2)c2nc3ccccc3nc12 (stereo unspecified),1.1,5,101,101,7,100,-24,102,10,101,104
O=C(c1ccco1)c1cn(Cc2ccccc2)c2ccccc12,0.6,2,98,98,7,99,/,101,30,99,99
CCCCn1c(N)c(N(CCOC)C(=O)CN2CC=C(c3ccccc3)CC2)c(=O)[nH]c1=O,0.5,1,95,96,9,97,/,102,18,97,98
Cc1nn(Cc2ccc(Cl)cc2Cl)c(Cl)c1C(=O)O,0.3,2,95,95,11,96,/,97,11,96,100
Cc1cccc(CSc2nc3c(cc2C#N)CN(C)CC3)c1,-0.8,2,100,101,9,100,2,100,32,102,102
CCCCS(=O)(=O)N1CCN(C(=N)N[N+](=O)[O-])CC1,0.5,10,97,98,6,97,10,98,20,97,100
COc1ccccc1-n1c(O)c(C=NCc2ccc3c(c2)OCO3)c(=O)[nH]c1=O,0.2,-6,99,101,16,98,/,101,33,99,108
CC(C)CCn1c(=O)c(C(=O)Nc2ccccc2S(N)(=O)=O)c(O)c2ccccc21,-0.3,-2,97,99,30,98,11,96,24,96,100
S=C1Nc2ccccc2Sc2ccccc21,0.1,0,92,93,8,95,/,101,9,95,96
Cc1ccc(C)c(C2(O)CC(C)N(C)CC2C)c1 (stereo unspecified),-0.3,-1,103,105,10,102,/,107,11,103,110
COc1ccc(/C=C2\C(=O)NC(=O)N(CCC3=CCCCC3)C2=O)c(OC)c1,-1.4,-11,91,99,6,93,/,98,12,92,97
COc1ccc(/C=C2\C(=O)NC(=O)N(Cc3ccccc3)C2=O)c(OC)c1OC,-1.0,-5,95,94,10,94,/,95,31,96,96
CCOCCc1c(O)[nH]c(=S)[nH]c1=O,-0.5,0,95,97,16,97,-12,104,11,99,98
CSCCC(N=Cc1c(O)n(-c2ccc(Cl)cc2)c(=O)[nH]c1=O)C(=O)OC(C)(C)C (stereo unspecified),1.3,2,100,100,10,98,8,95,77,97,100
CCOCCN1CCC(OC(C)=O)C(C)C1 (stereo unspecified),0.1,1,101,106,7,103,/,97,19,103,103
Cc1ccc(/C=C2\C(=O)NC(=S)N(c3ccccc3F)C2=O)s1,-1.6,-17,98,99,9,98,16,97,11,95,100
CC1(C)CC2(CCO1)NCCN1C(=O)CSC12 (stereo unspecified),0.3,-2,100,99,17,98,-14,96,21,100,99
COc1ccccc1CN1CCCCC1c1cccnc1 (stereo unspecified),0.5,3,92,91,11,91,-5,92,32,93,88
CN1C[C@@H]2C[C@@H](c3cccn3-c3ccccn3)N3CCC[C@@]23C1=O,1.9,11,97,98,3,98,-5,104,15,98,97
O=C(NCC(c1cccnc1)N1CCN(c2ccccc2F)CC1)Oc1ccccc1 (stereo unspecified),1.7,2,94,93,8,94,/,96,31,95,93
O=C1NCCN2CCCC12 (stereo unspecified),0.1,-1,96,97,10,97,/,94,32,95,95
CCC(=O)c1ccc(OC)c(OC)c1,0.4,1,96,96,17,96,/,106,14,100,98
COc1cc2c(cc1OC)C(C(=O)N(C)C1CCCCC1)C1CCCCN1C2=O (stereo unspecified),2.1,-3,101,99,14,101,2,101,5,99,106
O=C(O)CCn1cc(C=C2C(=O)NC(=S)NC2=O)c(-c2cccc(Cl)c2)n1,0.3,-1,91,95,8,93,-7,100,8,94,94
Cc1ccc(O)c(C(=O)c2cc(C(=O)NCc3ccccc3)c(=O)n(Cc3ccccc3)c2)c1,1.3,1,98,98,7,98,-14,97,13,98,104
O=C(c1cc(F)ccc1F)C1CCCN(Cc2cccc(Cl)c2)C1 (stereo unspecified),1.1,1,95,98,3,99,22,104,11,101,100
COc1nc2ccccc2c(=O)n1-c1ccc(C)cc1,0.6,8,97,101,4,98,-26,97,6,98,102
COc1ccc2c(c1)c(C(=O)O)c(C)n2CC(C)C,0.3,3,96,97,8,97,5,93,52,93,93
Cc1ccsc1C(=O)C1CCCN(CCO)C1 (stereo unspecified),0.6,1,100,99,7,101,-8,102,16,96,104
O=C1NC(=O)C(=Cc2ccc(N3CCN(C(=O)c4ccccc4)CC3)c([N+](=O)[O-])c2)C(=O)N1,0.4,2,92,92,3,94,5,101,10,95,92
NS(=O)(=O)c1ccc(N2CCNCC2)cc1,0.7,3,95,93,9,93,-19,98,11,94,96
Cc1ccc(/C=C2\C(=O)NC(=O)N(CCc3ccc(F)cc3)C2=O)o1,-1.6,-8,95,95,6,97,13,95,17,96,99
Cc1sc2ncn(CC(=O)N3CCC4(CC3)OCCO4)c(=O)c2c1C,0.3,1,?,?,12,?,/,?,42,?,?
CP(=O)(Nc1ccccc1)C(Cl)(Cl)Cl (stereo unspecified),0.2,0,95,101,10,101,5,103,15,101,101
CCOc1ccc(N2C(=O)/C(=C\c3cccs3)C(=O)NC2=S)cc1,-1.2,-3,?,?,6,?,-10,?,16,?,?
Clc1ccc2nc3c(c(-c4ccccc4)c2c1)CNCC3,0.7,1,98,100,10,100,8,101,24,99,104
N#Cc1cc2c(nc1SCC(=O)Nc1ccc(Cl)cc1)C1CCN2CC1,0.9,2,100,104,8,99,/,96,5,99,104
Cc1ccc(Cn2cc(C=O)c(-c3ccc(C)cc3)n2)cc1,0.5,2,98,98,1,99,13,94,6,100,100
CNC(=O)Oc1cccc(-c2cn3cc(Cl)ccc3n2)c1,0.4,2,100,97,5,101,20,98,10,99,104
Nc1ncc(P(=S)(N2CCOCC2)N2CCOCC2)s1,0.1,-2,102,108,3,105,19,103,13,106,117
COc1cccc(OCC(=O)N2CCN(C)CC2)c1,0.3,1,98,102,10,98,/,98,9,98,103
O=c1[nH]c(=O)n(C2CCCCCC2)c(O)c1C=NCCCN1CCOCC1,0.0,3,99,103,10,101,-14,99,17,103,105
CC(NCc1ccc(Cl)cc1Cl)C(O)c1ccccc1 (stereo unspecified),0.3,0,102,108,14,105,-20,99,68,106,104
Cc1ccc2c(c1)C1CN(C)CCC1N2C(=O)c1ccc(Br)o1 (stereo unspecified),-0.1,0,99,98,5,98,/,98,40,98,99
Nc1nonc1C(=O)N/N=C/c1ccc([N+](=O)[O-])o1,0.8,2,100,98,21,98,5,107,14,99,100
CN1CCN(C(=O)COc2ccc(N(C)S(=O)(=O)c3ccc(F)cc3)cc2)CC1,0.9,1,97,99,11,101,6,102,15,99,99
Cc1ccc(Cn2c(C)c3cnn(CC(=O)N4CCC5(CC4)OCCO5)c(=O)c3c2C)cc1,0.4,-1,99,101,13,99,/,97,16,99,103
O=C(c1ccc(N2CCCCCC2)c([N+](=O)[O-])c1)N1CCC2(CC1)OCCO2,1.0,2,96,99,15,97,/,93,15,96,103
O=C(CSC1c2ccccc2-c2ccccc21)N/N=C/c1ccc(C(=O)O)cc1,0.2,-3,97,93,7,98,13,104,11,101,100
CC(=O)Nc1ccc(OC(=O)N(C)c2ccccc2)cc1,-0.2,-1,98,93,31,99,/,98,26,103,100
CCCCn1c(O)c(C(C)=NCCN2CCCCC2)c(=O)[nH]c1=O,1.0,4,98,102,11,98,/,94,22,96,100
C=CCOC(=O)C1=C(C)OC(N)=C(C(=O)OCC)C12C(=O)N(CC(N)=O)c1ccccc12 (stereo unspecified),0.3,1,99,103,8,104,-15,102,12,101,108
O=C(Nc1c(F)cc(F)cc1F)c1cccn(Cc2ccccc2)c1=O,2.2,14,93,93,11,96,-6,96,13,95,95
Cc1cccc(N2C(=O)NC(=O)/C(=C\c3ccc4c(c3)CCCN4Cc3ccccc3)C2=O)c1,50*,64,91,93,13,93,-64,96,12,91,98
O=C(COc1ccc(Br)cc1)N1CCN(C2CCCC2)CC1,0.3,1,?,?,37,?,2,?,11,?,?
CCN(CC)C(=O)c1ccc(NC(=O)COc2ccc([N+](=O)[O-])cc2Cl)cc1,1.2,13,104,99,13,99,-19,96,9,98,103
OC(CCNCCc1c[nH]c2ccccc12)C(F)(F)Cl (stereo unspecified),0.3,2,96,101,24,98,12,97,10,100,98
CCCCn1c(O)c(C(CC)=NCc2cc(OC)cc(OC)c2)c(=O)[nH]c1=O,2.5,9,97,101,37,102,/,101,18,101,100

# Four entries from above, bar-delimited.
SMILES | ABCB1 block | ABCG2 inh | Rac1 act GTP bind | Cdc42 wt | Avidin bead fluor | HRas wt GTP | Pf gametocyte | Rab7 wt modul | GSH fluor | Rab2A wt mod | Rac1 wt GTP bind
CC(=O)Nc1ccc(OC(=O)N(C)c2ccccc2)cc1 | -0.2 | -1 | 98 | 93 | 31 | 99 | / | 98 | 26 | 103 | 100
CCCCn1c(O)c(C(C)=NCCN2CCCCC2)c(=O)[nH]c1=O | 1.0 | 4 | 98 | 102 | 11 | 98 | / | 94 | 22 | 96 | 100
C=CCOC(=O)C1=C(C)OC(N)=C(C(=O)OCC)C12C(=O)N(CC(N)=O)c1ccccc12 (stereo unspecified) | 0.3 | 1 | 99 | 103 | 8 | 104 | -15 | 102 | 12 | 101 | 108
O=C(Nc1c(F)cc(F)cc1F)c1cccn(Cc2ccccc2)c1=O | 2.2 | 14 | 93 | 93 | 11 | 96 | -6 | 96 | 13 | 95 | 95

# (list continues)
SMILES,ABCB1 block,ABCG2 inh,Rac1 act GTP bind,Cdc42 wt,Avidin bead fluor,HRas wt GTP,Pf gametocyte,Rab7 wt modul,GSH fluor,Rab2A wt mod,Rac1 wt GTP bind
O=C(c1ccccc1F)c1cn(CC(=O)N2CCCCC2)c2ccccc12,0.5,1,100,104,11,103,/,101,17,102,101
CCCC[N+]12CCC(CC1)C(=C(c1ccccc1)c1ccccc1)C2,0.3,5,95,97,13,96,-9,99,12,94,98
COc1cccc(CCNCc2ccc(SC)cc2)c1,0.3,2,90,94,10,93,7,96,18,91,90
CN(C)CC1CSCCC1(O)c1ccc(C(F)(F)F)cc1 (stereo unspecified),0.4,7,102,105,15,104,5,101,10,103,105
Cc1cccc(N2C(=O)NC(=O)/C(=C/c3ccc(N4CCOCC4)cc3)C2=O)c1,-0.9,0,92,94,9,92,/,96,13,94,97
Cc1cc(OCC(=O)OC(C)C)c2c3c(c(=O)oc2c1)CCCC3,1.7,7,94,97,30,97,/,98,12,94,95

# High-throughput results: PubChem, several laboratories

# This is a subset, so the mix of outcomes need not match the whole.
